M18AAP inhibitor = blocks P. falciparum M18 aspartyl aminopeptidase. 290,000 compounds, 1.2% hits. AID 1822. inhibition, % at 7.35 µM. recombinant PfM18AAP, H-Glu-NHMec fluorogenic cleavage;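 active = inhibition above the campaign mean inhibition over all tested compounds plus 3 SD, cut at about 28% in these data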;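 note: 0% = plate median of test compound wells and 100% = 2 mM ZnCl2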
NALP1 yeast inh = NALP1 inhibition | S. cerevisiae NALP1/ASC/caspase-1 growth, X-gal OD620, 72 h | inhibition, % at 10 µM | 280,000 compounds, 0.61% hits; in the data active = inhibition mostly above about 24%, no sharp cut-off; inactive = mostly below about 32%; note: some compounds called inactive have numbers as strong as hits
PHOSPHO1 inh = blocks human PHOSPHO1 phosphatase activity. inhibition, % at 13.3 µM. 290,000 compounds, 1.1% hits. AID 1565. recombinant PHOSPHO1, absorbance phosphatase assay. Q8TCT1; in the data active = inhibition above about 60%
GPR7 antag = antagonists of human GPR7 (neuropeptides B/W receptor 1) | P48145 | AID 1861 | 290,000 compounds, 1.1% hits | GPR7-expressing cells, fluorescence antagonist assay | inhibition, % at 4.4 µM; in the data active = inhibition above about 16%, passing the limit was not always enough;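 note: cells stimulated with the agonist NPW; 0% = agonist with vehicle and 100% = vehicle without agonist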
p-CIP stab down = lowers stability of the mouse p/CIP coactivator protein. F442A p/CIP-EGFP cells, EGFP fluorescence, 16 h. decrease of EGFP signal, % at 10 µM. 290,000 compounds, 0.01% hits. AID 1984;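 active = EGFP signal decrease of at least 30% at 10 µM or well 3 SD below plate mean, unless failing retest; inactive = the rest, including hits failing retest or dose response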; note: some compounds called inactive have numbers as strong as hits; many of its hits are not listed in these tables
IDE act = IDE (human) activation, cell-based | HEK cells, FAbeta-B cleavage, fluorescence polarization; 0% vehicle, 100% cell-free pure enzyme wells | activation, % at 5.96 µM | 340,000 compounds, 0.073% hits | AID 493087;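 active = activation above the mean of all tested compounds plus 3 SD, set per screening campaign, cut at about 17% in these data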
VIM-2 inhibitor = inhibitors of Pseudomonas aeruginosa VIM-2 metallo-beta-lactamase. purified VIM-2, nitrocefin hydrolysis, epi-absorbance fluorescence. inhibition, % at 5.6 µM. 290,000 compounds, 0.89% hits;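 active = inhibition above the mean of all tested compounds plus 3 SD, cutoff set per screening run, cut at about 7.5% in these data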;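 note: red hydrolysis product quenches plate fluorescence so inhibitors raise well fluorescence; 0% = enzyme with DMSO and 100% = DMSO without enzyme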
IMP-1 inh = blocks Pseudomonas aeruginosa IMP-1 metallo-beta-lactamase. inhibition, % at 5.6 µM. AID 1556. purified IMP-1, nitrocefin hydrolysis, epi-absorbance fluorescence. 290,000 compounds, 0.45% hits;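 active = inhibition above the mean plus 3 SD of all compounds in the same screening run, cut at about 4.5% in these data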;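 note: 0% = IMP-1 with DMSO and 100% = DMSO wells lacking enzyme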
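System – purified recombinant IMP-1 beta-lactamase · Input – IMP-1 dispensed at 0.2 nM · Timing – 15 min preincubation plus 25 min reaction at 25 °C · Signal – Epi-absorbance fluorescence, 480 nm excitation, 530 nm emission · Measure – percent IMP-1 inhibition derived from blank-referenced optical density · Controls – Enzyme-plus-DMSO low control, enzyme-free DMSO high control · Replication – singlicate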
IDE inh = cellular human IDE inhibition; HEK cells, FAbetaB cleavage, fluorescence polarization; 320,000 compounds, 0.41% hits; P14735; inhibition, % at 5.59 µM;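 active = percent inhibition above the average of all tested compounds plus 3 SD, set per screening campaign, cut at about 16% in these data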;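 note: IDE supplied by intact live HEK cells; FP after avidin binding of uncleaved biotin substrate so inhibition keeps polarization high; 0% = DMSO wells and 100% = 60 µM reference IDE inhibitor Ii1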
Starred values were filed as active, the others as inactive; · = not tested or not shown.

The first 7 entries, to show the layout:
Second line of a record: M18AAP inhibitor	NALP1 yeast inh	PHOSPHO1 inh	GPR7 antag	p-CIP stab down	IDE act	VIM-2 inhibitor	IMP-1 inh	IDE inh
- CN(CCO)C(=O)C1CCN(c2ncc(C(F)(F)F)cc2Cl)CC1
  -3	-4	17	6	-6	3	-2.5	-2.7	4
- Cc1ccc(Cl)cc1NC(=S)NCCCSC1CCCCC1
  0	6	-3	5	4	9	-4.4	-1.2	2
- O=C(NCc1ccccc1)c1noc2c1CCCC2
  -6	7	-1	-7	-12	4	-1.6	-2.0	-4
- Cc1c(C)n(C)c2ccc(C(=O)NCCCN3CCN(c4ccc(F)cc4)CC3)cc12
  -11	32	24	4	1	-3	1.7	-1.3	-1
- Cc1ccc(NC(=O)CCS(=O)(=O)c2cc3c(cc2Cl)NC(=O)CO3)cc1
  7	-5	49	-5	-3	2	-2.9	-4.3	2
- CC(=O)c1ccc(NC(=S)NC(=O)c2c(Cl)c(C)nn2C)cc1
  -3	39	0	-1	-13	1	-2.7	0.0	6
- Cc1nc2sccn2c(=O)c1S(=O)(=O)N1CCN(c2ccccc2)CC1
  -3	10	-9	-4	-12	4	-0.5	-1.6	-1

This part in full, previewed entries included:
Second line of a record: M18AAP inhibitor	NALP1 yeast inh	PHOSPHO1 inh	GPR7 antag	p-CIP stab down	IDE act	VIM-2 inhibitor	IMP-1 inh	IDE inh
- CN(CCO)C(=O)C1CCN(c2ncc(C(F)(F)F)cc2Cl)CC1
  -3	-4	17	6	-6	3	-2.5	-2.7	4
- Cc1ccc(Cl)cc1NC(=S)NCCCSC1CCCCC1
  0	6	-3	5	4	9	-4.4	-1.2	2
- O=C(NCc1ccccc1)c1noc2c1CCCC2
  -6	7	-1	-7	-12	4	-1.6	-2.0	-4
- Cc1c(C)n(C)c2ccc(C(=O)NCCCN3CCN(c4ccc(F)cc4)CC3)cc12
  -11	32	24	4	1	-3	1.7	-1.3	-1
- Cc1ccc(NC(=O)CCS(=O)(=O)c2cc3c(cc2Cl)NC(=O)CO3)cc1
  7	-5	49	-5	-3	2	-2.9	-4.3	2
- CC(=O)c1ccc(NC(=S)NC(=O)c2c(Cl)c(C)nn2C)cc1
  -3	39	0	-1	-13	1	-2.7	0.0	6
- Cc1nc2sccn2c(=O)c1S(=O)(=O)N1CCN(c2ccccc2)CC1
  -3	10	-9	-4	-12	4	-0.5	-1.6	-1
- Cn1c(C(=O)NCCCN2CCCCCC2)cc2c(=O)n(C)c3ccccc3c21
  9	33	-10	-6	-8	-2	22*	1.0	-2
- O=C(CNC(=O)c1ccco1)NCc1nc2ccccc2[nH]1
  3	15	26	-9	-3	0	-1.9	-1.8	2
- CCOc1cc(C2c3c(n[nH]c3C)C(=O)N2c2ccc(Br)cc2)ccc1O (stereo unspecified)
  7	9	21	-1	-8	4	-2.9	-2.1	3
- CN1CCc2c(sc3c2C(=O)NC(c2cccs2)N3)C1 (stereo unspecified)
  -4	35	22	-4	3	-4	-1.1	1.2	8
- Cn1ncc(C#N)c1/N=C/N1CCCCC1
  -3	-6	-7	-1	-10	2	-3.2	-1.2	-2
- CC(OC(=O)c1ccc2c(=O)n3c(nc2c1)CCCCC3)C(=O)Nc1ccc(Cl)cn1 (stereo unspecified)
  2	21	6	1	-2	-4	-1.8	-3.4	-1
- CCOCCOC(=O)c1ccc(-n2cncn2)nc1
  -8	1	17	-3	-12	2	-3.2	-1.1	-6
- COC(=O)c1cccc(NC(=O)CSc2nncn2-c2ccccn2)c1
  4	-7	32	-6	-3	0	-4.6	-4.5	1

Structures listed above printed as active in VIM-2 inhibitor:
Second line of a record: M18AAP inhibitor	NALP1 yeast inh	PHOSPHO1 inh	GPR7 antag	p-CIP stab down	IDE act	VIM-2 inhibitor	IMP-1 inh	IDE inh
- Cn1c(C(=O)NCCCN2CCCCCC2)cc2c(=O)n(C)c3ccccc3c21
  9	33	-10	-6	-8	-2	22*	1.0	-2

(list continues)
Second line of a record: M18AAP inhibitor	NALP1 yeast inh	PHOSPHO1 inh	GPR7 antag	p-CIP stab down	IDE act	VIM-2 inhibitor	IMP-1 inh	IDE inh
- Cc1ccc(-c2cc(C(=O)N/N=C/C(Br)=C/c3ccccc3)n[nH]2)o1
  8	-12	12	-4	-8	1	-2.2	-2.7	3
- N/C(=N\OC(=O)Cc1ccccc1)c1ccc(Br)cc1
  0	17	-11	-2	-13	3	0.7	-1.4	5
- CCCC(C)NC(=O)Cc1ccccc1[N+](=O)[O-] (stereo unspecified)
  -12	25	-10	-10	-138	2	-1.5	-1.2	1
- O=C(CCCn1c(=S)[nH]c2ccccc2c1=O)NCc1ccco1
  14	·	-9	2	4	4	-2.6	-5.6	4
- C/C(=N\Nc1ccccn1)c1ccc(C(C)C)cc1
  -4	-10	34	-2	19	1	-0.6	-2.5	2
- N#C/C(=C\c1ccc([N+](=O)[O-])o1)c1nc2ccccc2[nH]1
  5	101*	-4	5	-245	·	1.4	-1.0	9
- O=C(Nc1cc(S(=O)(=O)N2CCOCC2)ccc1Cl)c1cc(=O)c2ccccc2o1
  -3	-15	27	1	-6	-1	-1.5	-4.8	5
- COc1ccc(NC2=NC(=S)N(c3cccc(C)c3)C23CCCCC3)cc1
  -3	-8	12	-8	-6	-3	-2.2	-3.8	8
- CC(C)C(=O)Nc1nnc(NC(=S)Nc2ccccc2)s1
  0	-14	-10	-8	20	9	0.5	-2.2	4
- O=C(Cn1ncc2c3ccccc3n(Cc3ccc(Cl)cc3)c2c1=O)NCCCN1CCCC1=O
  2	8	32	-6	-2	4	0.7	-1.7	6
- CC(C)NC(=O)c1ccccc1NC(=O)C1CC(=O)N(C(C)C)C1 (stereo unspecified)
  -11	-13	·	-7	5	-3	-0.6	-1.0	-3
- CCOC(=O)c1cnc2cc(F)c(F)cc2c1N1CCN(C)CC1
  -14	12	23	-1	-5	-5	2.1	-0.4	2
- CCN(CC(=O)NCCCn1ccnc1)S(=O)(=O)c1ccc(C)cc1
  -11	21	35	-10	-3	-3	0.6	-0.3	-3
- O=C(CCNS(=O)(=O)c1ccc(Cl)cc1)N1CCC2(O)CCCCC2C1 (stereo unspecified)
  -1	13	19	-3	2	3	-3.3	-2.5	-3
- Cc1cccc(NC(=S)NC(=O)c2ccc(Br)o2)c1C
  -10	-25	34	-11	4	-3	-3.5	-1.9	1

Second line of a record: M18AAP inhibitor	NALP1 yeast inh	PHOSPHO1 inh	GPR7 antag	p-CIP stab down	IDE act	VIM-2 inhibitor	IMP-1 inh	IDE inh
- CCOC(=O)c1cnc(SCC#N)nc1N
  -1	·	24	-12	10	0	-0.5	-1.0	-3
- Cc1ccc(N=CC2=C(O)CC(c3ccco3)CC2=O)cc1 (stereo unspecified)
  14	-2	15	-6	2	1	-2.5	-1.3	5
- CCCCn1c(=O)c(CCC(=O)O)nc2ccccc21
  -1	8	-12	-2	9	5	0.8	0.6	-1
- Nc1c(Cl)ncnc1N/N=C/c1ccc2ccccc2n1
  17	44	-26	-5	-12	11	-3.8	-5.4	1
- CC(=O)NC(=O)c1nnn(Cc2ccccc2)c1NC(C)=O
  -8	-5	-1	-3	10	0	-2.7	-2.3	-5
- COc1ccc(/C=C2\SC(=S)N(CCC(=O)N(CCO)c3ccccc3)C2=O)cc1OC
  -4	15	37	-13	-16	7	-1.7	-3.2	1
- COc1ccc(CN(C(=O)c2ccc(-c3ccccc3)[nH]2)C(C(=O)NC(C)(C)C)c2ccncc2)cc1 (stereo unspecified)
  -2	-3	-10	-11	-4	-2	-3.3	-0.7	4
- CCOc1cc(CNc2ccc(O)cc2)cc(Br)c1OCc1ccccc1F
  14	37	14	-15	-12	-1	-2.7	-2.8	1
- COCCCN(C)C1CCN(C(=O)Nc2ccc(F)cc2)CC1
  -1	4	-18	-6	0	3	-4.2	-2.0	2
- Cc1c(CCC(=O)O)c(=O)oc2c(C)c(OCc3ccccc3Cl)ccc12
  -7	8	44	6	-5	2	0.8	11*	-1
- O=C(Nc1cc([N+](=O)[O-])ccc1F)c1ccc2c(c1)OCCO2
  -6	8	-25	4	0	-3	0.9	0.7	5
- O=C(NCCCn1ccnc1)/C(=C\c1ccccc1Cl)NC(=O)c1ccccc1
  -2	17	22	0	-8	3	-0.4	-1.6	-1
- CC(NC(=O)c1ccnc(C(C)(C)C)c1)c1ccccc1 (stereo unspecified)
  5	3	20	0	0	5	-4.7	-3.1	3
- Clc1ccc(CN2CCc3c([nH]c4ccccc34)C2)cc1Cl
  26	27	37	53*	1	-8	-1.1	-0.6	-2
- Cc1cc(NC(=O)CCCn2nc([N+](=O)[O-])c(Br)c2C)no1
  -7	10	0	-3	2	5	2.5	-1.2	6

Second line of a record: M18AAP inhibitor	NALP1 yeast inh	PHOSPHO1 inh	GPR7 antag	p-CIP stab down	IDE act	VIM-2 inhibitor	IMP-1 inh	IDE inh
- COc1cccc(C(c2nnnn2Cc2ccco2)N2CCN(c3cccc(C)c3C)CC2)c1OC (stereo unspecified)
  4	8	15	23*	-14	2	-1.4	-2.6	4
- CC(C)(C)NC(=O)NC(=O)COC(=O)Cc1c(Cl)cccc1Cl
  -3	0	-33	-9	-4	1	0.0	-1.8	4
- COc1ccc(CC(=O)Nc2cccc(/C(C)=N/NC(=O)c3cccc([N+](=O)[O-])c3)c2)cc1
  -3	18	38	8	-14	1	-2.7	-1.7	0
- CNC(C)C#Cc1ccc2sc3cccc(OC)c3c(=O)c2c1 (stereo unspecified)
  1	3	-2	-3	-14	2	7.7	0.6	6
- COc1ccccc1Nc1c([N+](=O)[O-])cc(C)cc1[N+](=O)[O-]
  -1	2	-5	-29	1	3	-3.2	-3.4	2
- CCC[N+](CC#Cc1ccccc1)(CCC)CC(=O)OC
  -1	31	1	11	-3	5	-1.4	-3.2	0
- CCCCCCC(O)(c1ccccc1)C(CN1CCOCC1)c1ccccc1 (stereo unspecified)
  4	11	14	-30	5	-1	-1.8	-2.6	·
- COc1ccc2c(c1)c(=O)oc1cc3occ(C(C)(C)C)c3cc12
  3	13	6	8	5	7	1.1	22*	-3
- CCn1c(Cc2cccn2C)nnc1SCC(=O)c1ccc(C)cc1
  8	2	47	-9	-16	4	-0.7	-5.6	2
- Cn1c(NC(=O)c2ccc(Cl)cc2)c(-c2ccccn2)c(=O)c2ccccc21
  2	22	27	1	-4	-7	-3.6	-0.6	-1
- COCCn1c(=O)[nH]c(=O)c2cc(C(=O)c3cc(Cl)ccc3O)cnc21
  -13	9	12	-6	-6	4	-3.6	-2.8	-5
- CCN1CC(CN(C)Cc2nc(-c3ccc(Cl)cc3)no2)CC1=O (stereo unspecified)
  3	2	6	-2	-17	-4	-3.3	-2.6	-2
- Cc1ccnc(NC(=O)c2ccc3c(c2)C(=O)N(CCC(C)C)C3=O)c1
  0	12	18	-6	-6	-4	-2.4	-1.9	-1
- COc1ccccc1NS(=O)(=O)c1cccc(NC(=O)c2[nH]c(C)c(C(C)=O)c2C)c1
  -12	·	16	-13	-12	5	-0.6	-1.6	1
- Nc1c(C(=O)NCc2ccc(Cl)cc2)sc2nc3c(c(C(F)(F)F)c12)CCC3
  5	-3	37	-10	-4	-1	-0.6	-2.4	-5
- CCN(CC)C(=O)Cn1cc(S(=O)(=O)CC(=O)NCc2ccc(F)cc2)c2ccccc21
  -4	16	12	5	5	0	-2.3	-2.5	4

Compound activity (PubChem)
